# AID2073 – inhibitors of Mint1-CaV2.2 protein interaction, biochemical, HTRF (AID 2073) | HTRF protein-protein interaction, Mint1-CaV2.2; higher % means a stronger effect | inhibition, % at 20 µM, or IC50 in µM where a hit was titrated | 290,000 tested, 0.19% active; in the data active = inhibition mostly above about 51%, no sharp cut-off; inconclusive = no clear call, values can overlap the other calls; inactive = mostly below about 53%; also: some results filed as inactive read as strong as hits
# LYP phosphatase – inhibitors of LYP phosphatase, biochemical, fluorescence intensity, uHTS (AID 1779) | recombinant LYP phosphatase, fluorescence intensity; higher % means a stronger effect | inhibition, % at 11.5 µM; hits with a dose series show IC50 in µM | 290,000 tested, 0.054% active;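 also: plate controls were vehicle with enzyme for no effect and no enzyme for full effect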
# Dynein transport – dynein cargo transport inhibition. AID 1381. 3617.4 mouse cells, GR-EGFP nuclear translocation imaging; test concentration mostly 20 µM; stimulated with dexamethasone, 1 µM; hits give low values. 220,000 tested, 0.47% active. z-score, hits read low;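 active = plate z-score of nuclear minus cytoplasmic receptor signal below a set negative limit, without overly bright fluorescence or cell loss, cut at about -3.5 in these data, passing the limit was not always enough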;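 also: z-score of nuclear minus cytoplasmic ring GR-EGFP intensity difference per well; some compounds called inactive have numbers as strong as hits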
#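 Buffer or medium: tet-free medium with charcoal-stripped serum / Also added: dexamethasone agonist, 1.0 µM final, for 30 min / Timing: induction 48 h, compound 1 h, agonist 30 min / Measured by: high-content fluorescence imaging after fixation / Read-out: nuclear-to-cytoplasmic GR-EGFP distribution per well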
# SIAH1 antagonists – Siah-1 peptide-binding antagonists, primary screen, biochemical, fluorescence polarization, rhodamine-plectin, uHTS (AID 1817). 290,000 tested, 0.02% active. displacement, % at 20 µM, or IC50 in µM where a hit was titrated. Siah-1 / rhodamine-plectin peptide fluorescence polarization; higher % means a stronger effect;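 active = displacement of at least 50% at 20 µM, with a fluorescence ratio check between 0.3 and a set limit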;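 also: plate controls were Siah plus tracer with DMSO for no effect and tracer alone without Siah for full effect; strong numbers were not always called active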
# human PMI inhibitors – human PMI inhibitors, high substrate, primary screen, biochemical, fluorescence intensity, high mannose 6-phosphate (AID 1220); recombinant PMI enzyme, coupled fluorescence intensity; higher % means a stronger effect; inhibition, % at 20 µM, or IC50 in µM where a hit was titrated; 190,000 tested, 0.66% active
# M1AAP inhibition – P. falciparum M1AAP inhibitors, biochemical, fluorogenic H-Leu-NHMec substrate, 1536-well (AID 1445); recombinant M1AAP, H-Leu-NHMec fluorogenic kinetic assay; higher % means a stronger effect; one-dose inhibition, % at 30 µM; IC50 in µM for titrated hits; 220,000 tested, 0.42% active;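 active = primary inhibition above the hit cutoff, then over 50% inhibition at one or more dose response concentrations, cut at about 23% in these data, passing the limit was not always enough; inconclusive = conflicting primary data, or primary hits not chosen for dose response; inactive = low primary inhibition, or under 50% at every dose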;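 also: plate controls were DMSO full reaction for no effect and no enzyme background for full effect; strong numbers were not always called active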
# M17LAP inhibition – P. falciparum M17LAP inhibitors, primary screen, biochemical, fluorogenic H-Leu-NHMec substrate, 1536-well (AID 1619); recombinant M17LAP, H-Leu-NHMec fluorogenic kinetic assay; higher % means a stronger effect; inhibition, % at 30 µM, or IC50 in µM where a hit was titrated; 220,000 tested, 0.38% active;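 active = compound inhibiting the enzyme by more than half at any dose during confirmatory dose-response retesting; inconclusive = strong single-dose inhibitors picked by rank but not retested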;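 also: plate controls were full reaction with DMSO carrier for no effect and no enzyme background for full effect; strong numbers were not always called active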
# XIAP antagonists – small molecules displacing peptide from XIAP – biochemical, IAP family, fluorescence polarization (AID 1018); 200,000 tested, 0.007% active; XIAP BIR domain, fluorescence polarization peptide displacement; higher % means a stronger effect; displacement, % at 20 µM, or IC50 in µM where a hit was titrated; in the data active = displacement above about 50%; also: a part of the inactive calls stands beside numbers as strong as those of hits
# PMI inhibitors – MPI enzyme activity inhibition – biochemical, fluorescence intensity, coupled assay, primary screen (AID 1209) | purified PMI enzyme, coupled fluorescence intensity; higher % means a stronger effect | inhibition, % at 20 µM; hits with a dose series show IC50 in µM | 190,000 tested, 0.42% active;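 also: plate controls were DMSO vehicle for no effect and wells lacking substrate for full effect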
# Dynein transport cytoplasmic EGFP – recorded beside Dynein transport, whose call it bears; z-score; measured here: cytoplasmic GR-EGFP intensity; hits give high values
# Dynein transport nuclear GR-EGFP – recorded beside Dynein transport, whose call it bears; z-score; measured here: nuclear GR-EGFP intensity;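 lower value marks the stronger effect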
# Dynein transport cell count – recorded beside Dynein transport, whose call it bears; z-score; measured here: cell count per field
# * hit, by the source's call; ? = inconclusive; . = not tested or not shown. Rule as the data show it, unless noted: active = inhibition above about 50%; inactive = the rest.
No.	molecule	AID2073	LYP phosphatase	Dynein transport	Dynein transport cytoplasmic EGFP	Dynein transport nuclear GR-EGFP	Dynein transport cell count
1	OCCNCCSc1nc(C2CCCCC2)n(-c2ccccc2Cl)n1	-3%	-6%	-0.084	-0.28	-0.093	-0.077
2	Cc1occc1C(=O)O/N=C(\N)c1ccccc1	15%	-3%	-0.88	-0.26	-0.37	1.4
3	O=C(NC1CCCC1)C1CCN(C(=O)NCc2ccccc2)CC1	24%	-10%	-1	-0.19	0.17	0.3
4	CNC(=O)Nc1cccc(-c2cc(-c3c(Cl)cccc3Cl)no2)c1	0%	-7%	-0.13	-0.24	-0.039	0.22
5	Cc1cc2c(c(=O)o1)C1(C(=O)N(C)c3ccccc31)C(C#N)=C(N)O2 (stereo unspecified)	-3%	-8%	-0.87	-0.24	-0.11	0.69
6	CC(C)OC(=O)CC1C(=O)NCCN1C(=S)NC(=O)c1ccc(F)cc1 (stereo unspecified)	-8%	-9%	-0.36	-0.29	0.013	0.21
7	CCn1c(C)cc(C)c(C#N)c1=O	0%	0%	-0.16	-0.33	-0.26	0.42
8	CSc1cccc(NC(=S)N(CCN(C)C)C(C)c2ccccn2)c1 (stereo unspecified)	-10%	-6%	-0.24	-0.2	-0.46	0.5

No.	SIAH1 antagonists	human PMI inhibitors	M1AAP inhibition	M17LAP inhibition	XIAP antagonists	PMI inhibitors
1	3%	.	3%	-1%	.	.
2	-4%	.	4%	-5%	.	.
3	-2%	-8%	10%	-3%	-5.5%	-10%
4	-5%	.	4%	1%	.	.
5	-4%	-19%	-4%	-5%	-4.8%	-9%
6	2%	7%	0%	6%	-4.3%	16%
7	2%	-13%	6%	-6%	-9.2%	-12%
8	0%	12%	4%	3%	-1.3%	-1%

# Following part.
No.	molecule	AID2073	LYP phosphatase	Dynein transport	Dynein transport cytoplasmic EGFP	Dynein transport nuclear GR-EGFP	Dynein transport cell count
9	CCc1ccc(NC(=O)CC2C(=O)N(c3cccc(C)c3)C(=O)N2C2CC2)cc1 (stereo unspecified)	1%	-4%	-0.79	-0.36	-0.17	1.5
10	CCn1c(-c2cccn(Cc3ccccc3)c2=O)n[nH]c1=S	3%	-4%	-0.098	-0.24	0.014	1.3
11	Cc1sc2nc(SCc3nnc(-c4cccs4)o3)n(C3CCCC3)c(=O)c2c1C	2%	-2%	-0.31	-0.35	-0.0023	0.24
12	NS(=O)(=O)c1ccc(CCNC(=O)NC23CC4CC(CC(C4)C2)C3)cc1	11%	-7%	0.064	-0.27	0.18	0.63
13	CCOc1ccc(N2C(=O)CS/C2=C(\C(Cl)=C(Cl)Cl)[N+](=O)[O-])cc1	-2%	2%	-0.51	0.071	-0.23	-0.34
14	Cc1cc(C)nc(-n2nc(C)cc2NC(=O)C(C)C)n1	2%	-3%	-0.41	-0.34	0.0079	0.1
15	Cc1nc(CNC(=O)c2cc(COc3ccc(F)cc3Cl)on2)cs1	2%	-1%	-0.12	-0.31	0.15	-0.057
16	CCn1c(CNc2nc(-c3ccccc3)cs2)nnc1SCC(=O)NCc1ccccc1	-23%	3%	0.17	-0.23	0.0092	0.19

No.	SIAH1 antagonists	human PMI inhibitors	M1AAP inhibition	M17LAP inhibition	XIAP antagonists	PMI inhibitors
9	-10%	4%	2%	-4%	-5.5%	1%
10	21%	0%	3%	22%	-4.0%	1%
11	-5%	4%	-2%	-1%	4.2%	4%
12	5%	-1%	1%	2%	-4.5%	5%
13	-1%	0%	20%	15%	-2.8%	6%
14	-1%	-4%	3%	9%	-4.4%	-12%
15	1%	14%	3%	0%	-5.7%	16%
16	2%	-18%	13%	24%	-3.9%	-14%

# (listing goes on)
No.	molecule	AID2073	LYP phosphatase	Dynein transport	Dynein transport cytoplasmic EGFP	Dynein transport nuclear GR-EGFP	Dynein transport cell count
17	CCC(C)NC(=S)Nc1ccc(C(=O)OC)cc1 (stereo unspecified)	?	-9%	1.3	0.063	0.77	-0.36
18	CC(C)Cc1cc(C(=O)O)n[nH]1	1%	-1%	-0.34	-0.32	0.23	-0.36
19	Cc1ccc(C(=O)N2CCC3(CC2)Oc2ccc(F)cc2C(=O)C32CC(c3cccnc3)=NO2)s1 (stereo unspecified)	3%	-1%	-0.14	-0.58	0.23	-0.47
20	CC(=O)c1cc(NC(=O)c2ccc(C)cc2)c(=O)oc1/C=C/N(C)C	-5%	7%	-0.17	-0.19	-0.55	0.79
21	CC(C)OC(=O)CSc1nnc(-c2ccc(O)cc2)n1Cc1ccccc1	2%	-8%	0.46	-0.27	0.47	0.058
22	COc1cccc(CNC(=O)C23CN(Cc4ccccc4)CC2C(c2ccc([N+](=O)[O-])cc2)=NO3)c1 (stereo unspecified)	-11%	-2%	0.22	-0.17	-0.62	-0.79
23	C=CCOc1ccc(C2N3CC4(C)CN2CC(CCC)(C3)C4=O)cc1 (stereo unspecified)	-3%	-6%	-0.054	-0.21	0.14	0.45
24	O=C(c1c(F)cccc1F)N1CCC(n2nnc3cc(C(F)(F)F)ccc32)CC1	8%	-3%	0.84	-0.19	0.54	-0.11

No.	SIAH1 antagonists	human PMI inhibitors	M1AAP inhibition	M17LAP inhibition	XIAP antagonists	PMI inhibitors
17	3%	1%	1%	0%	-7.7%	7%
18	-2%	-7%	-2%	11%	-0.9%	-6%
19	-5%	.	3%	-6%	.	.
20	7%	-1%	11%	16%	-20%	10%
21	3%	12%	8%	-5%	-2.0%	17%
22	2%	-3%	3%	7%	-0.9%	5%
23	0%	12%	-9%	9%	1.0%	13%
24	1%	-1%	-8%	-3%	-6.4%	7%

# Some of the entries so far, screen by screen:
18. CC(C)Cc1cc(C(=O)O)n[nH]1
19. Cc1ccc(C(=O)N2CCC3(CC2)Oc2ccc(F)cc2C(=O)C32CC(c3cccnc3)=NO2)s1 (stereo unspecified)

assay / entry	18	19
AID2073	1%	3%
LYP phosphatase	-1%	-1%
Dynein transport	-0.34	-0.14
Dynein transport cytoplasmic EGFP	-0.32	-0.58
Dynein transport nuclear GR-EGFP	0.23	0.23
Dynein transport cell count	-0.36	-0.47
SIAH1 antagonists	-2%	-5%
human PMI inhibitors	-7%	.
M1AAP inhibition	-2%	3%
M17LAP inhibition	11%	-6%
XIAP antagonists	-0.9%	.
PMI inhibitors	-6%	.

# Later entries
No.	molecule	AID2073	LYP phosphatase	Dynein transport	Dynein transport cytoplasmic EGFP	Dynein transport nuclear GR-EGFP	Dynein transport cell count
25	Cc1c(C(=O)O)sc2nc(CSc3nnc(-c4ccc(F)cc4)n3C)[nH]c(=O)c12	-1%	-2%	0.32	-0.23	0.1	0.23
26	Cc1nn(C)cc1C1C(C#N)=C(N)N(c2cccnc2)C2=C1C(=O)CCC2 (stereo unspecified)	-1%	-11%	-0.75	-0.3	-0.53	0.12
27	CCN(Cc1ccccc1)c1ccc(/C=N/N=C(N)N)cc1	0%	-9%	-2.9	1.3	-1.7	-4
28	CCn1c(SCC(=O)c2ccc3c(c2)OCCO3)nnc1C(C)C	-4%	-6%	-0.54	-0.3	-0.14	0.033
29	CC1CCCC(NC(=O)COC(=O)COc2ccccc2Cl)C1C (stereo unspecified)	0%	-5%	-0.43	-0.26	-0.49	0.98
30	COc1ccc(S(=O)(=O)Nc2cc3c(C(C)=O)c(C)oc3c3ccccc23)cc1	4%	2%	0.49	0.0073	0.0036	0.58
31	CCCNC(=S)NCc1ccc(Cl)cc1	-3%	-4%	-0.53	-0.33	-0.45	0.44
32	Cc1cc(C)nc(N2CCCC(C(=O)NCc3ccccc3)C2)n1 (stereo unspecified)	1%	-6%	0.33	0.54	0.25	0.23
33	CC(=O)c1ccc(NC(=O)c2cccs2)cc1	-3%	-6%	-1.1	-0.2	-0.69	0.084
34	COc1ccc(OC)c2[nH]c(=O)c(CCNS(=O)(=O)c3ccccc3)cc12	36%	0%	-0.29	-0.31	0.022	0.025
35	CCc1ccc(N(CC(=O)Nc2ccccc2C(=O)N2CCOCC2)S(C)(=O)=O)cc1	10%	-2%	-1	-0.31	-0.97	0.66

No.	SIAH1 antagonists	human PMI inhibitors	M1AAP inhibition	M17LAP inhibition	XIAP antagonists	PMI inhibitors
25	-6%	-27%	11%	7%	-2.5%	-42%
26	6%	28%	3%	11%	-2.0%	3%
27	-8%	-11%	22%	-34%	-8.6%	4%
28	2%	-2%	3%	33%	-4.8%	-6%
29	4%	-9%	-11%	-8%	-5.3%	-18%
30	-1%	-1%	-4%	-5%	-6.7%	4%
31	7%	13%	1%	-7%	-19%	21%
32	-2%	-30%	0%	0%	-9.5%	-21%
33	-1%	4%	10%	17%	-5.2%	10%
34	3%	19%	10%	6%	-5.9%	16%
35	2%	4%	4%	9%	-7.3%	-6%

# Given with values under each structure: part of the list above.
# Value order – AID2073, LYP phosphatase, Dynein transport, Dynein transport cytoplasmic EGFP, Dynein transport nuclear GR-EGFP, Dynein transport cell count, SIAH1 antagonists, human PMI inhibitors, M1AAP inhibition, M17LAP inhibition, XIAP antagonists, PMI inhibitors
22) COc1cccc(CNC(=O)C23CN(Cc4ccccc4)CC2C(c2ccc([N+](=O)[O-])cc2)=NO3)c1 (stereo unspecified)
→ -11%, -2%, 0.22, -0.17, -0.62, -0.79, 2%, -3%, 3%, 7%, -0.9%, 5%
19) Cc1ccc(C(=O)N2CCC3(CC2)Oc2ccc(F)cc2C(=O)C32CC(c3cccnc3)=NO2)s1 (stereo unspecified)
→ 3%, -1%, -0.14, -0.58, 0.23, -0.47, -5%, ., 3%, -6%, ., .

# Screening results deposited in PubChem by several laboratories.
